C diff growth: blocks growth of Clostridium difficile | Clostridium difficile clinical isolate growth, OD600, 24 h; active compounds read low | growth activity, negative = inhibition, % at 16 µg/mL (by protocol) | 86,000 tested, 0.25% active;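 active means mean growth activity at or below -80% and every replicate also at or below -80%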;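 further: 0% = DMSO wells and -100% = levofloxacin 16 µg/mL wells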
Pf Dd2 growth: P. falciparum Dd2 growth inhibition; activity change, % at 10 µM; SYBR Green, 72 h; active compounds read low; 94,000 tested, 2.3% active; AID 1159554; in the data active means activity change below about -80%
GASC1 inh: inhibitors of human demethylase GASC-1 KDM4C; AID 720574; GST-KDM4C 2-372, H3K9me3 peptide, LANCE TR-FRET; 96,000 tested, 0.15% active; Q9H3R0; inhibition, % at 12.5 µM;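 active means mean replicate inhibition above about 25%, with at least 55% of replicates also reaching it, limit read from the data, passing the limit was not always enough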
Target sequence (Q9H3R0 2-372 limits assumed): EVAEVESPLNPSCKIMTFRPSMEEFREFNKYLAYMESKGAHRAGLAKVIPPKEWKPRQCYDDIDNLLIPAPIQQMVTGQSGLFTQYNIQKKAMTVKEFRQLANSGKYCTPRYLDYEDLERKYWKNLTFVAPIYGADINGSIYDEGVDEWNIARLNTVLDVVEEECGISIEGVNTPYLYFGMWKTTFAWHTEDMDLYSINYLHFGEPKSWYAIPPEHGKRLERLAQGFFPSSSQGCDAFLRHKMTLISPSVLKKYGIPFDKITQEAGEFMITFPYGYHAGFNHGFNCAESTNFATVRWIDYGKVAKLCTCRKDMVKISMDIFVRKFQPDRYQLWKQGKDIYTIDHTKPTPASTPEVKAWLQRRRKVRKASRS
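System: N-terminal GST-fused human GASC-1 (KDM4C) fragment, residues 2-372 / Amount: 10 nM GST-KDM4C in enzyme reaction / Also added: H3K9me3 peptide with Fe(II)/2OG / Times: 30 min demethylation and 1 h detection at room temperature / Signal: LANCE TR-FRET / Read-out basis: Fall in 671/618 emission ratio as inhibition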
T cruzi growth: blocks T. cruzi growth in NIH3T3 culture. T. cruzi beta-gal in NIH3T3, GalScreen luminescence, 90 h. inhibition, % at 8.34 µM. 77,000 tested, 5.9% active;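 active means mean inhibition above about 93%, with at least 55% of replicates each passing it, limit read from the data, passing the limit was not always enough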
* marks the source's active call; other numbers are inactive results; . = no result given; & = joins results of further samples.

item	SMILES	C diff growth	Pf Dd2 growth
1	CCC(=O)N(C)C[C@@H]1Oc2ncc(C#C[C@H](C)O)cc2C(=O)N([C@H](C)CO)C[C@@H]1C	-3	55
2	C[C@H](CO)N1C[C@H](C)[C@@H](CN(C)S(=O)(=O)c2cccs2)Oc2c(NS(=O)(=O)c3ccc(F)cc3)cccc2C1=O	-8	5
3	C[C@@H]1CN([C@@H](C)CO)C(=O)c2cc(NC(=O)Cc3ccccc3)ccc2O[C@@H]1CN(C)C(=O)Nc1ccc(F)cc1	2&0	5
4	CC(=O)N1[C@H](CO)[C@@H](c2ccccc2)[C@@H]1CN(CC1CCC1)C(=O)CN(C)C	1	-1
5	CCCNC(=O)N(C)C[C@H]1Oc2ncc(-c3cccc(C#N)c3)cc2C(=O)N([C@@H](C)CO)C[C@H]1C	-2	39
6	CC(C)C#Cc1ccc([C@H]2[C@@H](C#N)N(C(=O)C3CCC3)[C@H]2CO)cc1	1	-61
7	C[C@H](CO)N1C[C@H](C)[C@@H](CN(C)C)Oc2cc(C#CC(C)(C)O)ccc2S1(=O)=O	4	.
8	CO[C@@H]1CN(C)C(=O)c2cc(NC(=O)NC(C)C)ccc2OC[C@@H](C)N(C(=O)C2CCC2)C[C@@H]1C	.	9
9	CCC(=O)Nc1ccc2c(c1)OC[C@H](C)N(Cc1cccc(F)c1)C[C@H](C)[C@@H](OC)CN(C)C2=O	.	-22
10	C[C@H](CO)N1C[C@H](C)[C@H](CN(C)C(=O)Cc2ccccc2)OCCCC[C@H](C)Oc2ccc(NS(=O)(=O)c3ccc(Cl)cc3)cc2C1=O	7	-22
11	C[C@H](CO)N1C[C@H](C)[C@H](CN(C)Cc2ccncc2)Oc2ncc(C#CC3CCCCC3)cc2C1=O	.	-20
12	CCCC(=O)N1CCC2(CC1)CN(S(C)(=O)=O)[C@@H](CO)c1c2c2ccc(OC)cc2n1C	-3	-1

item	GASC1 inh	T cruzi growth
1	0.4	-39
2	0.9	.
3	0.8	.
4	-3.0	27
5	-0.6	.
6	-4.3	98*
7	1.0	23
8	0.6	-15
9	0.7	54
10	0.3	87
11	3.3	35
12	0.2	.

Later entries:
item	SMILES	C diff growth	Pf Dd2 growth
13	C[C@@H]1CN([C@H](C)CO)C(=O)c2ccccc2-c2ccccc2CO[C@H]1CN(C)C(=O)NC1CCCCC1	-1	-12
14	O=S(=O)(c1ccc(F)cc1)N1CCCCN2[C@@H](CO)[C@H](c3ccc(-c4ccccc4)cc3)[C@@H]2C1	36	-8
15	C[C@H]1CN([C@@H](C)CO)C(=O)Cc2cc(NC(=O)C3CC3)ccc2O[C@H]1CN(C)Cc1ccc(C(=O)O)cc1	-3	16
16	C[C@H]1CN([C@@H](C)CO)C(=O)c2cc(-c3cccc(F)c3)cnc2O[C@@H]1CN(C)Cc1ccccn1	-4	12
17	O=C(Nc1cc(F)ccc1F)N[C@H]1CC[C@@H](CCn2cc(C3CCCC3)nn2)O[C@@H]1CO	2	-26
18	COc1ccc(NC(=O)Nc2ccc3c(c2)C(=O)N([C@H](C)CO)C[C@@H](C)[C@H](CN(C)S(=O)(=O)c2ccc(F)cc2)O3)cc1	-7	5
19	C[C@@H]1CN([C@H](C)CO)C(=O)c2cc(NS(=O)(=O)c3ccc(F)cc3)ccc2O[C@H]1CN(C)Cc1ccccc1	-6	3
20	Cc1noc(C)c1NC(=O)Nc1cccc2c1O[C@@H](CN(C)CC1CC1)[C@H](C)CN([C@H](C)CO)C2=O	-2	21
21	Cc1cccc(-c2ccc([C@H]3[C@H]4CN(S(=O)(=O)c5cn(C)cn5)CCCCN4[C@H]3CO)cc2)c1	7	1
22	COc1ccc(CN2C[C@H](C)[C@H](OC)CN(C)C(=O)c3cc(NC(=O)c4nc5ccccc5s4)ccc3OC[C@@H]2C)cc1	.	-83*
23	O=C(NCC[C@H]1CC[C@@H](NC(=O)c2ccccc2F)[C@H](CO)O1)c1ccc2c(c1)OCO2	.	-9
24	C[C@@H]1CCCCO[C@@H](CN(C)Cc2ccc3c(c2)OCO3)[C@H](C)CN([C@H](C)CO)C(=O)c2cc(NC(=O)Nc3cccc4ccccc34)ccc2O1	.	-91*

item	GASC1 inh	T cruzi growth
13	0.0	-6
14	-0.4	60
15	7.5	-6
16	2.2	.
17	-1.9	.
18	0.5	17
19	3.6	1
20	0.1	-17
21	0.1	-61
22	-0.9	.
23	0.9	9
24	-5.9	45

Some of the entries so far, in transposed form:
(17) O=C(Nc1cc(F)ccc1F)N[C@H]1CC[C@@H](CCn2cc(C3CCCC3)nn2)O[C@@H]1CO
(20) Cc1noc(C)c1NC(=O)Nc1cccc2c1O[C@@H](CN(C)CC1CC1)[C@H](C)CN([C@H](C)CO)C2=O
(14) O=S(=O)(c1ccc(F)cc1)N1CCCCN2[C@@H](CO)[C@H](c3ccc(-c4ccccc4)cc3)[C@@H]2C1
(22) COc1ccc(CN2C[C@H](C)[C@H](OC)CN(C)C(=O)c3cc(NC(=O)c4nc5ccccc5s4)ccc3OC[C@@H]2C)cc1

| Assay by compound | 17 | 20 | 14 | 22 |
| --- | --- | --- | --- | --- |
| C diff growth | 2 | -2 | 36 | . |
| Pf Dd2 growth | -26 | 21 | -8 | -83* |
| GASC1 inh | -1.9 | 0.1 | -0.4 | -0.9 |
| T cruzi growth | . | -17 | 60 | . |

Entries listed above shown as hits in T cruzi growth.
entry	smiles	C diff growth	GASC1 inh	T cruzi growth
6	CC(C)C#Cc1ccc([C@H]2[C@@H](C#N)N(C(=O)C3CCC3)[C@H]2CO)cc1	1	-4.3	98*

(more compounds)
item	SMILES	C diff growth	Pf Dd2 growth
25	CCS(=O)(=O)Nc1ccc2c(c1)C(=O)N(C)C[C@@H](OC)[C@H](C)CN[C@H](C)CO2	1	.
26	COc1ccc(S(=O)(=O)Nc2ccc3c(c2)CC(=O)N([C@@H](C)CO)C[C@H](C)[C@H](CN(C)C(=O)Nc2ccc(C(F)(F)F)cc2)O3)cc1	-24	24
27	Cc1noc(C)c1S(=O)(=O)Nc1ccc2c(c1)C(=O)N([C@@H](C)CO)C[C@@H](C)[C@H](CN(C)C(=O)NC1CCCCC1)O2	3	-3
28	C[C@H](CO)N1C[C@H](C)[C@H](CN(C)C(=O)c2cccc(F)c2)Oc2cc(C#CC3CC3)ccc2S1(=O)=O	6	35
29	CN1C(=O)c2cc(NC(=O)C3CCOCC3)ccc2OC[C@@H]2O[C@@H](CC(=O)NCc3ccccc3F)CC[C@H]21	2	24
30	C[C@@H]1CCCCO[C@H](CN(C)Cc2ccncc2)[C@H](C)CN([C@H](C)CO)C(=O)c2cc(NC(=O)c3ccccc3)ccc2O1	-5	8
31	C[C@H](CO)N1C[C@H](C)[C@@H](CN(C)Cc2ccc(Cl)c(Cl)c2)OCc2cnnn2CCCC1=O	0&6	-17&-17
32	CN(C)CC(=O)N1[C@@H](C#N)[C@@H](c2ccc(-c3ccccc3F)cc2)[C@@H]1CO	0	4
33	C[C@H](CO)N1C[C@H](C)[C@H](CN(C)S(=O)(=O)c2ccccc2F)Oc2cc(C#Cc3ccccc3)ccc2S1(=O)=O	17	-59
34	O=C(C[C@@H]1CC[C@H](NC(=O)Nc2ccc3c(c2)OCO3)[C@@H](CO)O1)NCc1ccc2c(c1)OCO2	-3	-17
35	CN(C)CC#Cc1ccc([C@@H]2[C@H](CO)N3C(=O)CN(C(=O)Cc4cccnc4)C[C@@H]23)cc1	3	-85*
36	O=C(C[C@H]1CC[C@@H]2NC[C@H](O)COC[C@H]2O1)NCc1ccc2c(c1)OCO2	4&-6	-1

item	GASC1 inh	T cruzi growth
25	0.7	2
26	-0.3	-1
27	14	-193
28	-0.5	.
29	2.3	-10
30	2.8	40
31	0.4	89&14
32	2.7	15
33	-4.1	125*
34	-1.4	22
35	2.2	.
36	1.0	32

Further records:
item	SMILES	C diff growth	Pf Dd2 growth
37	CC(=O)N1[C@@H](CO)[C@H](c2ccccc2)C12CN(C(=O)Nc1ccccc1F)C2	-5	39
38	CC(C)C(=O)Nc1ccc2c(c1)C(=O)N(C)[C@H]1CC[C@H](CC(=O)NCc3cccc(F)c3)O[C@H]1CO2	-5	6
39	C[C@@H]1CN([C@H](C)CO)C(=O)Cc2cc(NC(=O)Nc3ccc(C(F)(F)F)cc3)ccc2O[C@H]1CN(C)C(=O)Nc1ccccc1	7	-58
40	N#C[C@@H]1[C@@H](c2ccc(C#Cc3ccc(F)cc3)cc2)[C@H](CO)N1C(=O)C1CCCC1	7	-86*
41	C[C@H]1CN([C@@H](C)CO)C(=O)Cc2cc(NC(=O)Nc3cccc4ccccc34)ccc2O[C@H]1CN(C)C(=O)Nc1ccccc1	-3	-19
42	C[C@@H]1CN([C@@H](C)CO)C(=O)c2cc(NC(=O)NC3CCCCC3)ccc2O[C@@H](C)CCCCO[C@H]1CN(C)C(=O)CCCN(C)C	-3	17
43	C[C@H](CO)N1C[C@H](C)[C@H](CN(C)S(=O)(=O)c2cccs2)OCCCC[C@H](C)Oc2ccc(NC(=O)c3ccncc3)cc2C1=O	.	-47
44	Cc1ccccc1-c1ccccc1[C@H]1[C@@H](CO)N(C(=O)c2ccccc2)[C@H]1C#N	0	11
45	C[C@@H]1CN([C@@H](C)CO)C(=O)Cc2cc(NC(=O)Nc3ccccc3)ccc2O[C@@H]1CN(C)S(=O)(=O)c1cn(C)cn1	-3	-3
46	COCC(=O)N1[C@H](C#N)[C@H](c2ccc(C3=CCCCC3)cc2)[C@@H]1CO	-11	28
47	CN1C(=O)c2cc(NC(=O)Nc3ccc(Cl)cc3)ccc2OC[C@H]2O[C@H](CC(=O)NCCN3CCCCC3)CC[C@@H]21	10	-26
48	CN(C)CC(=O)Nc1ccc2c(c1)[C@@H]1C[C@@H](CC(=O)NCc3ccc4c(c3)OCO4)O[C@@H](CO)[C@@H]1O2	-1	16

item	GASC1 inh	T cruzi growth
37	1.0	.
38	-0.8	-13
39	-0.8	-2
40	-4.3	92
41	0.6	13
42	3.7	11
43	-1.1	.
44	-1.4	.
45	-1.6	-6
46	-1.9	78
47	1.1	-31
48	0.7	59

(continued)
item	SMILES	C diff growth	Pf Dd2 growth
49	CS(=O)(=O)Nc1ccc2c(c1)[C@@H]1C[C@@H](CC(=O)NCC3CC3)O[C@H](CO)[C@@H]1O2	.	34
50	C[C@@H]1CN([C@H](C)CO)C(=O)c2cc(NC(=O)Cn3cnnn3)ccc2O[C@H]1CN(C)C(=O)Nc1ccc(F)cc1	6	12
51	CCCNC(=O)[C@H]1[C@H](CO)[C@H]2Cn3c(ccc(-c4cccnc4)c3=O)[C@H]2N1CCC	-3	-6
52	CC(C)NC(=O)N(C)C[C@H]1Oc2ccc(NS(=O)(=O)c3cccs3)cc2CC(=O)N([C@H](C)CO)C[C@@H]1C	-2	2
53	C[C@@H]1CN([C@@H](C)CO)C(=O)Cc2cc(NC(=O)C3CCCCC3)ccc2O[C@@H]1CN(C)Cc1ccc(Cl)c(Cl)c1	-1	-7
54	CC(C)NC(=O)N(C)C[C@@H]1Oc2ccc(NC(=O)CCCCCC(=O)Nc3ccccc3N)cc2CC(=O)N([C@@H](C)CO)C[C@H]1C	-6	22
55	Fc1cccc(-c2ccc([C@@H]3[C@@H]4CN(Cc5nccs5)C[C@H]3N4)cc2)c1	64	-47
56	COc1ccc(S(=O)(=O)Nc2cccc3c2O[C@@H](CN(C)C(=O)Nc2ccc(F)cc2)[C@H](C)CN([C@H](C)CO)C3=O)cc1	.	16
57	CNC[C@@H]1OCCCC[C@H](C)Oc2ccc(NC(=O)NC(C)C)cc2C(=O)N([C@@H](C)CO)C[C@@H]1C	-2	-3
58	COc1ccc(NC(=O)N[C@@H]2CC[C@H](CCNC(=O)Cc3ccncc3)O[C@H]2CO)cc1	-9	-4
59	C[C@H]1CN([C@@H](C)CO)C(=O)c2cc(NC(=O)Nc3ccc(C(F)(F)F)cc3)ccc2O[C@@H]1CN(C)C(=O)NC1CCCCC1	-4	-10
60	C[C@@H]1CN([C@H](C)CO)C(=O)CCCn2nncc2CO[C@H]1CN(C)Cc1cccc(C(=O)O)c1	.	8

item	GASC1 inh	T cruzi growth
49	-1.6	-17
50	0.0	24
51	10	1
52	-0.4	-5
53	-0.3	84
54	2.3	-1
55	0.7	.
56	-0.4	36
57	0.8	3
58	0.3	.
59	-1.3	.
60	.	25

Results in sequence from the entries so far.
Pf Dd2 growth, nos. 53–60 → -7, 22, -47, 16, -3, -4, -10, 8

The listing continues:
item	SMILES	C diff growth	Pf Dd2 growth
61	C[C@H]1CN([C@@H](C)CO)C(=O)c2cc(C#CCN(C)C)cnc2O[C@H]1CN(C)S(C)(=O)=O	-3	19
62	CCC(=O)Nc1ccc2c(c1)C(=O)N(C)[C@@H]1CC[C@@H](CC(=O)NCC3CCCCC3)O[C@H]1CO2	-8	-6
63	C[C@@H]1CN([C@@H](C)CO)C(=O)c2cc(C3=CCCCC3)cnc2O[C@@H]1CN(C)C(=O)c1ccccc1	4	9
64	C[C@H](CO)N1C[C@H](C)[C@H](CN(C)C(=O)C2CC2)Oc2ncc(-c3ccc(C(=O)N(C)C)cc3)cc2C1=O	-3	26

item	GASC1 inh	T cruzi growth
61	4.3	0
62	-1.7	4
63	-0.3	33
64	9.2	-19

Source: PubChem
